Screening data as filed in PubChem.
UDG counter – counter-screen for AID inhibitors: uracil-DNA glycosylase inhibition; Potency, µM (top dose mostly 115 µM), for inactives: top-dose activity change, negative = inhibition, most hits filed as inhibitors; FRET deamination/UDG coupled assay, UDG read, 4 h; 91,000 tested, 0.14% active; also: nearly all actives have a fitted effect of over 65% in size
AID inhibitor – activation induced cytidine deaminase inhibition | Q9GZX7 | AID deamination FRET fluorescence, UDG-coupled, 4 h | Potency, µM (titrated, usually from 115 µM), for inactives: at the highest dose activity change, negative = inhibition, hits mostly inhibitors | 91,000 tested, 0.32% active; also: nearly all actives have a fitted effect of over 25% in size
Target sequence (Q9GZX7 whole entry, looked up): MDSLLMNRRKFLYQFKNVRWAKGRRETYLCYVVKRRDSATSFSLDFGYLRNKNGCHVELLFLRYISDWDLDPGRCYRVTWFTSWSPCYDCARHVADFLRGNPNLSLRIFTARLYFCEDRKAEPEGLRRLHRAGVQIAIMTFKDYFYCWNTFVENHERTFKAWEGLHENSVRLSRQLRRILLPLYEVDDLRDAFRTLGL
Starred values were filed as active, the others as inactive; ? = inconclusive; [ ] = dose if it differs, or a comment. Calls follow the shape of the dose curve; as a rule, active = well fitted curve in the direction sought with a large enough effect; inconclusive = small, poorly fitted or top-dose-only effect, or another doubt; inactive = no such curve, though single readings can be large; an effect the other way counts as inactive or inconclusive. % is scaled to controls: 0 for no effect and ±100 for the full control effect; potency is read from the fitted curve at half-maximal effect.

SMILES	UDG counter	AID inhibitor
Cc1cc(C)cc(N2CCn3c2nc2c3c(=O)n(Cc3ccc(Cl)cc3)c(=O)n2C)c1	-1%	8%
CCOc1ccc(Cn2nnc(C(=O)Nc3cccc(SC)c3)c2N)cc1	-11%	2%
O=C(Cn1c(=O)n(-c2cccc(Cl)c2)c(=O)c2sc3ccccc3c21)N1CCCC1	-3%	?
CC(C)c1cc(C(=O)O)c(O)c(C(C)C)c1	0%	-4%
O=C(/C=C/c1ccc(C(F)(F)F)cc1)N1CCN(Cc2ccccc2)CC1	0%	-10%
CSC1=N/C(=C\c2ccc(C(=O)O)cc2)C(=O)S1	-13%	-3%
Cn1cc(S(=O)(=O)N2CCc3ccccc32)cc1C(=O)Nc1ccc(C(F)(F)F)cc1	3%	12%
CC(=O)N1c2c(cc(Br)cc2S(=O)(=O)Nc2ccccc2C)CC1C (configuration not stated)	-10%	14%
Cc1ccc(C)c(S(=O)(=O)NCCc2csc(-c3ccc(Cl)cc3)n2)c1	-25%	-24%
Cc1cccc(NC(=O)CN(C)S(=O)(=O)c2ccc3c(c2)c(=O)n(C)c(=O)n3C)c1C	6%	25%
Cc1nc2ccccn2c(=O)c1NC(=O)c1cccc(F)c1	-1%	5%
CC(C)CC(=O)N(c1ccc(Br)cc1)C1C=CS(=O)(=O)C1 (configuration not stated)	-3%	-5%
O=C(CCc1cccnc1)Nc1ccc(Cl)cc1F	6%	-3%
COc1ccc(CNC(=O)C2CCN(C(=O)c3ccc(-n4ccc5ccccc54)s3)CC2)cc1	1%	-15%
COc1ccc(NC(=O)NCc2cccn2Cc2ccc(F)cc2)cc1OC	9%	11%
Cn1c(=O)c2c(-c3cccc(Br)c3)n(C(C)(C)CO)cc2n(C)c1=O	-4%	-20%
Cc1ccc(NC(=O)CSc2[nH]c(=O)ncc2C)cc1	?	1%
CC1CCN(S(=O)(=O)c2ccc3c(c2)N(CC(=O)NC(C)c2ccccc2)C(=O)CO3)CC1 (configuration not stated)	1%	-4%
O=C(NC1CC2CCC1C2)c1ccccc1Cl (configuration not stated)	0%	2%
Cc1ccccc1-n1c(=O)c2c3c(sc2n2cnnc12)CCCC3	5%	0%
Cc1ccccc1NC(=O)c1nc2ccccc2nc1N1CCCCC1	0%	-3%
CCCCNc1ccc(-c2nc(-c3ccco3)no2)cc1[N+](=O)[O-]	-29%	8%
CCOc1ccc(S(=O)(=O)n2nc(C)c(S(=O)(=O)N3CCCCC3)c2C)cc1	2%	6%
Cc1cccc(Cn2c(=O)n(-c3cc(C)cc(C)c3)c(=O)c3oc4ccccc4c32)c1	9%	-15%
Cc1c(C)c2ccc(OC(C)C(=O)NCCCN3CCOCC3)c(C)c2oc1=O (configuration not stated)	-2%	-2%
CC(C)c1ccc(-c2cc(C(=O)O)[nH]n2)cc1	1%	-2%
Cc1ccc(CNC(=O)Cn2c(=O)cc(C(F)(F)F)c3c(C)nn(C)c32)cc1	16%	4%
CCOC(=O)c1ccc(NC(=O)c2oc(=O)c3ccccc3c2-c2ccccc2)cc1	-4%	-22%
COC(=O)c1cccc(CNc2ccc3c4c(cccc24)CC3)c1	4%	7%
Cc1ccc(C)c(C(=O)OCC(=O)c2c[nH]c3ccccc23)c1	-5%	-2%
COc1ccc(Cn2c(SCc3ccc(C(=O)NC(C)c4ccccc4)cc3)nc3cccnc32)cc1 (configuration not stated)	6%	-16%
Cn1nc(C(=O)N2CCN(c3ncccn3)CC2)c2ccccc2c1=O	-1%	-9%
COc1ccccc1C(=O)Nc1ccc(O)c(-c2nc3ccccc3o2)c1	0%	-29%
Cc1ccc(Sc2c(C)nn(C(=O)C3CCCN3S(=O)(=O)c3ccccc3)c2C)cc1 (configuration not stated)	-4%	-6%
Cc1ccc(Nc2nnc(-c3ccc(C)c(S(=O)(=O)N4CCN(C)CC4)c3)c3ccccc23)cc1	-10%[57.5 µM]	26%[57.5 µM]
O=C1CSC2(C(=O)Nc3ccccc32)N1c1cccc(Cl)c1 (configuration not stated)	-3%	5%
Cc1ccccc1C(=O)Nc1cc(-c2ccc(Cl)cc2)nn1-c1ccccc1	-16%	-15%
O=C(Nc1ccc(Cc2nc3ccccc3s2)cc1)C1CC=CCC1 (configuration not stated)	-2%	-2%
CCCn1c(=O)sc2cc(NC(=O)COc3ccc(Cl)cc3)ccc21	-8%	46%[activator]
COC(=O)/C(C#N)=C\c1ccc(OCc2ccc(Cl)cc2)c(OC)c1	5%	2%
Cc1ccc(CNC(=O)c2nn(C)c3c2CSc2ccccc2-3)cc1	-16%	-21%
O=C(CCc1ccccc1)NC1CCN(c2ccccc2S(=O)(=O)C(F)(F)F)CC1	-8%	-21%
O=C(Nc1cccc(CO)c1)c1cccc2cccnc12	-2%	?
CN(C)c1ccc(C=Nc2ccc(Nc3ccccc3)cc2)cc1	-5%	?
O=C(Cn1c(=O)n(Cc2ccco2)c(=O)c2oc3ccccc3c21)Nc1ccc(F)c(Cl)c1	-6%	-14%
CCCN(CCC)CCNC(=O)C1CCCN(S(=O)(=O)c2cccc3nsnc23)C1 (configuration not stated)	0%	33%[activator]
COc1ccc(OC)c(CCNC(=O)c2cnn(-c3ccccc3)c2C2CCN(C(=O)OC(C)(C)C)CC2)c1	13%	-30%
O=C(CC1(O)C(=O)N(CCc2ccccc2)c2ccc(Br)cc21)c1ccc(F)cc1 (configuration not stated)	0%	3%
Cc1ccc(S(=O)(=O)c2nc(-c3ccc(F)cc3)oc2SCC(=O)NC2CCCCC2)cc1	-16%	9%
O=C(NCC(=O)N1CCN(S(=O)(=O)c2ccc3c(c2)OCCO3)CC1)c1ccc2c(c1)OCO2	5%	0%
Going on with the list:
SMILES	UDG counter	AID inhibitor
Cc1nc(N2CCN(CC(=O)N3CCCC3)CC2)c(C#N)c2c1COC(C)(C)C2	-5%	-1%
O=C(NC1CC(=O)N(c2ccccc2)C1)C1CCCCC1 (configuration not stated)	-2%	-7%
Cc1ccc2c(=O)cc(C(=O)Nc3nnc(C)s3)oc2c1	-12%[57.5 µM]	6%[57.5 µM]
COc1ccc(Cl)cc1NC(=O)Cn1c(=O)n(Cc2ccco2)c(=O)c2ccc(C(=O)NC3CCCC3)cc21	-11%	15%
Cc1ccc(N2CC(NC(=O)c3cc4ccccc4o3)CC2=O)cc1 (configuration not stated)	-9%	4%
Cc1cccc(C(=O)NCN2CCN(c3ccccc3C#N)CC2)c1	-6%	-14%
Cc1ccc(C)c(CN2C(=O)c3ccccc3S(=O)(=O)c3ccc(C(=O)OCC4CCCO4)cc32)c1 (configuration not stated)	-7%	-2%
CCOC(=O)c1c(-c2ccc(OC)cc2)oc2ccc(OCc3ccc(Br)cc3)cc12	-10%[57.5 µM]	-8%[57.5 µM]
CC(=O)c1cccc(NC(=O)c2cc3sc(Cl)cc3n2C)c1	13%	6%
Cc1ccc(Cl)c(NC(=O)CSc2nnc(C)n2C)c1	0%	-1%
O=S(=O)(NCCc1cn2ccccc2n1)c1ccc(Cl)cc1C(F)(F)F	-2%	-1%
CCOC(=O)c1cc(-c2ccccc2)sc1NC(=O)CCN1CCC(C)CC1	-15%	-7%
Cc1cccc(CSc2nnc(CCCOc3ccc(Cl)cc3Cl)n2C)c1	0%	-23%
COc1cc(/C=C/C(=O)O)c(Br)c(Br)c1OC(C)C	-1%	-9%
CCOC(=O)C1CCCN(C(=O)c2cc3c(=O)[nH]c4ccc(C)cc4c3s2)C1 (configuration not stated)	11%	-21%
Cc1ccc(CCNS(=O)(=O)c2cc(-c3cc(C)no3)ccc2C)cc1	12%	-11%
CC(=O)N1c2ccc(S(=O)(=O)N3CCCCCC3)cc2CC1C(=O)NCc1ccccc1 (configuration not stated)	-14%	?
CCS(=O)(=O)N1CC(=O)N(c2cc(Cl)ccc2C)C(C)(C(=O)NC2CCCCCC2)C1 (configuration not stated)	24%	-1%
COc1ccccc1CNC(=O)CC1N=C2c3ccccc3N=C(SCC(=O)Nc3ccc(F)cc3)N2C1=O (configuration not stated)	-20%	-26%
COc1ccc(S(=O)(=O)c2c(O)c3ccc(C(=O)Nc4ccccc4)cc3[nH]c2=O)cc1	3%	-18%
CC(C)C(C(=O)NC(c1ccccc1)C1CCCC1)c1ccccc1 (configuration not stated)	-16%	-12%
COc1cccc(/C=C/C(=O)c2ccc(C)c(C)c2)c1OC	-5%	-27%
CCC(Sc1nc2nccnc2c(=O)n1Cc1ccccc1Cl)C(=O)Nc1cccc(OC)c1 (configuration not stated)	-1%	-23%
CCCOc1ccc(C(=O)N(Cc2cccs2)c2ccc(C)cc2)cc1	4%	?
O=C(CSc1nnc(-c2cccs2)o1)Oc1ccccc1Cl	22%	-12%
O=C(NC1CCCCC1)c1cc2ccccc2nc1Cl	-5%	-9%
COc1ccc(-c2nnc3n(CCc4ccccc4)c(=O)c4ccccc4n23)cc1	-4%	-4%
CC(NC(=O)CCSc1nc2ccccc2s1)c1ccc(F)cc1F (configuration not stated)	-9%	-12%
Cc1ccc(Cn2ccn(Cc3ccccc3F)c(=O)c2=O)cc1	-6%[57.5 µM]	-2%
CCOc1ccc(-c2cc(-c3nc(-c4ccc(C)cc4)no3)[nH]n2)cc1	42%[activator]	-8%
O=C(Nc1ccc(Cl)cc1F)c1cc(S(=O)(=O)NC2CCCCCC2)ccc1F	-21%	5%
CCn1nc(C(=O)Nc2nc3c(s2)CCC3)c2ccccc2c1=O	-2%	23%
Cc1ccc(CCNC(c2ccc(F)cc2)c2nnc(-c3ccccc3Cl)o2)cc1 (configuration not stated)	?	?
Cc1ccccc1OCC(=O)OCC(=O)c1ccc(Cl)cc1	-2%	19%
COCc1ccc(C(=O)NC(C)c2ccc(F)cc2F)cc1 (configuration not stated)	-8%	1%
COC(=O)c1ccccc1NC(=O)Cn1c(=O)n(Cc2ccc(C(=O)NCc3ccc4c(c3)OCO4)cc2)c(=O)c2ccccc21	2%	6%
CNC(=S)NNC(=O)c1csc2ccccc12	-1%	0%
Cc1cc(C)c(NC(=O)CSc2nc3nccnc3c(=O)n2CCc2c[nH]c3ccccc23)c(C)c1	5%	21%
CN(CCC#N)Cc1ccsc1	6%	7%
O=C(Nc1ccc(Br)c2cccnc12)c1cccc2ccccc12	-4%	33%[activator]

Already shown: an excerpt of the list.
SMILES	UDG counter	AID inhibitor
CC(C)C(C(=O)NC(c1ccccc1)C1CCCC1)c1ccccc1 (configuration not stated)	-16%	-12%
COc1cccc(/C=C/C(=O)c2ccc(C)c(C)c2)c1OC	-5%	-27%
CCC(Sc1nc2nccnc2c(=O)n1Cc1ccccc1Cl)C(=O)Nc1cccc(OC)c1 (configuration not stated)	-1%	-23%
CCCOc1ccc(C(=O)N(Cc2cccs2)c2ccc(C)cc2)cc1	4%	?
O=C(CSc1nnc(-c2cccs2)o1)Oc1ccccc1Cl	22%	-12%
O=C(NC1CCCCC1)c1cc2ccccc2nc1Cl	-5%	-9%
COc1ccc(-c2nnc3n(CCc4ccccc4)c(=O)c4ccccc4n23)cc1	-4%	-4%
CC(NC(=O)CCSc1nc2ccccc2s1)c1ccc(F)cc1F (configuration not stated)	-9%	-12%
Cc1ccc(Cn2ccn(Cc3ccccc3F)c(=O)c2=O)cc1	-6%[57.5 µM]	-2%
CCOc1ccc(-c2cc(-c3nc(-c4ccc(C)cc4)no3)[nH]n2)cc1	42%[activator]	-8%
O=C(Nc1ccc(Cl)cc1F)c1cc(S(=O)(=O)NC2CCCCCC2)ccc1F	-21%	5%
CCn1nc(C(=O)Nc2nc3c(s2)CCC3)c2ccccc2c1=O	-2%	23%
Cc1ccc(CCNC(c2ccc(F)cc2)c2nnc(-c3ccccc3Cl)o2)cc1 (configuration not stated)	?	?
Cc1ccccc1OCC(=O)OCC(=O)c1ccc(Cl)cc1	-2%	19%
COCc1ccc(C(=O)NC(C)c2ccc(F)cc2F)cc1 (configuration not stated)	-8%	1%
COC(=O)c1ccccc1NC(=O)Cn1c(=O)n(Cc2ccc(C(=O)NCc3ccc4c(c3)OCO4)cc2)c(=O)c2ccccc21	2%	6%
CNC(=S)NNC(=O)c1csc2ccccc12	-1%	0%

Going on with the list:
SMILES	UDG counter	AID inhibitor
Cc1cccc(NC(=O)N2CCC3(CC2)Oc2ccccc2C(=O)N3Cc2ccccc2F)c1C	-2%	4%
O=C(NCc1ccc2c(c1)CCN2C(=O)c1ccncc1)c1ccccc1F	?	33%[activator]
Cn1nc(C(=O)Nc2ccc(F)cc2F)c2ccccc2c1=O	-3%	2%
CCCOC(=O)C1=C(C)Nc2nnnn2C1c1cc(Br)ccc1OCC (configuration not stated)	2%	-1%
O=C(COc1c(I)cc(Cl)c2cccnc12)NC12CC3CC(CC(C3)C1)C2	5%	29%
COc1cc(OC)c(NC(=O)CCc2nc(C3=CCN(Cc4cccc(Cl)c4)CC3)no2)cc1Cl	?	-11%
CCCN1CCN(c2nc3ccccc3nc2NS(=O)(=O)c2cccc(Cl)c2)CC1	-4%	36%[activator]
Cn1c(=O)oc2cc(S(=O)(=O)N3CCCC(C(=O)N4CCN(c5ccc(F)cc5)CC4)C3)ccc21 (configuration not stated)	-1%	-17%
Cc1ccc2[nH]c(=O)c3cc(C(=O)N(CCCOC(C)C)Cc4ccco4)sc3c2c1	?	-12%
Cc1ccc(C(N)=O)c(OCc2coc(-c3ccc(F)cc3)n2)c1	-11%	-3%
Cc1ccc2oc(C(=O)Nc3ccc(S(=O)(=O)N(C)Cc4ccccc4)cc3)cc(=O)c2c1	-1%[57.5 µM]	47%[activator][57.5 µM]
Cc1ccc(NC(=O)c2cc3c(s2)CCCCC3)cc1	8%	-8%
COc1ccc(NC(=O)Cn2c(=O)oc3cc(S(=O)(=O)N4CCCC4)ccc32)cc1OC	-10%	-12%
CC1=C(C(=O)OCc2ccc(C)cc2)C(c2ccccc2Cl)CC(=O)N1 (configuration not stated)	-9%	-8%

The list is partial; count on the stated rates, not on these rows.
